RmlC RmlD mix: inhibitors of RmlC and RmlD coupled enzymes | inhibition, % at 5.5 µM | RmlC/RmlD coupled enzyme inhibition, 384-well mixture HTS | AID 1532 | 110,000 tested, 0.39% active; in the data active = inhibition above about 30%, passing the limit was not always enough; also: strong numbers were not always called active
RT RNaseH block: blocks HIV-1 RNase H cleavage of RNA/DNA duplex; RT-RNase H RNA/DNA duplex cleavage, fluorescence; inhibition, % at 10 µM; 65,000 tested, 1.9% active; AID 565; in the data active = inhibition above about 50%
Numbers without * were called inactive; . = no result given; + = active, no number. The list is partial. The share of hits here may be higher or lower than overall.

SMILES	RmlC RmlD mix	RT RNaseH block
CCC(=O)NC(c1ccc([N+](=O)[O-])cc1)c1c(O)ccc2ccccc12 (stereo not given)	6	.
C[n+]1c2n(c3ccccc31)N=C(c1ccccc1)CS2	-27	.
O=C(O)c1c(Cl)c(Cl)c(Cl)c(Cl)c1C(=O)N1CCOCC1	24	-4
COC(=O)CSc1nsc(SCC(=O)OC)n1	-2	16
CC(=O)OCn1nnc2ccccc2c1=O	5	-3
CCN(CC)C(=O)CN(c1cc2c(cc1OC)oc1ccccc12)S(=O)(=O)c1ccc(C)cc1	-13	.
CCOc1ccc(C=NC23CN4CN(CN(C4)C2)C3)cc1	-5	5
Cc1cccc(-c2nc(CS(=O)CC(=O)NCc3cccs3)c(C)o2)c1 (stereo not given)	4	.
Cn1c(=O)cc(SCC(=O)NCCCN2CCOCC2)c2ccc(Cl)cc21	2	-16
O=C(c1ccccc1)N(Cc1ccccc1)c1ccccn1	-34	-7
O=C(CN1C(=O)NC2(CCCC2)C1=O)Nc1nc(-c2ccc(F)cc2)cs1	30	5
CC(=O)c1cc(Cc2csc(C(C)=O)c2)cs1	21	-20
CN(C)c1cccc2c(S(=O)(=O)N3CCOCC3)cccc12	-6	2
O=C(O)c1cc2n(n1)C(C(F)(F)F)CC(c1ccco1)N2 (stereo not given)	3	-4
CCOc1cccc(NC(=O)C2CC(=O)N(C)C(=Nc3cccc(F)c3)S2)c1 (stereo not given)	-40	-6
Cn1c(=O)[nH]c2sc3c(c2c1=O)CC(C)(C)OC3	3	.
O=C(NCc1cccnc1)c1c[nH]c2cc3c(cc2c1=O)OCCO3	-11	0
COc1ccc(Oc2nnc(-c3ccc(C)cc3)c3ccccc23)cc1	7	.
CCC(c1nnnn1C1CCCC1)N1CCN(c2ccccc2F)CC1 (stereo not given)	-14	1
CC(C)(C)C(=O)Nc1sc2c(c1-c1nc3ccccc3[nH]1)CCCC2	-117	.
COc1cc(Cl)c(C)cc1NC(=O)COC(=O)/C=C/c1c(C)nn(C2CCS(=O)(=O)C2)c1Cl (stereo not given)	6	.
COc1ccc(C)cc1S(=O)(=O)Nc1cccc(Cl)c1	-4	-100
CCOc1nc(-c2ccccc2)ccc1-c1noc(COc2ccccc2)n1	-16	-10
O=c1/c(=C/c2ccccn2)sc2nc3ccccc3n12	.	60*
Clc1ccccc1CN1CCN(c2ccccc2)CC1	-2	.
COc1ccc(-c2ocnc2C(=O)Nc2ccccc2N2CCCCC2)cc1	-23	76*
Cc1ccc(/C=N/N2C(=O)C3C(C2=O)C2C=CC3C23CC3)o1 (stereo not given)	15	.
COc1ccc(/C=N\NC(=O)COc2ccc(C(C)(C)C)cc2)cc1Cn1nc(C)cc1C	11	.
Cc1onc(-c2ccccc2Cl)c1C(=O)N1CCN=C1SCc1cccnc1	2	-23
COc1ccc(/C=N\NC(=O)/C(=C\Nc2nccc(C)n2)NC(=O)c2ccccc2)cc1	-1	.
O=C(CCc1nc(-c2ccccc2)no1)Nc1cc(C(F)(F)F)ccc1Cl	3	4
O=C(c1ccc(CS(=O)(=O)c2ccccc2)o1)N1CCOCC1	-19	3
COC(=O)c1[nH]c(=O)c2ccccc2c1O	-15	.
COc1cc(NS(=O)(=O)N2CCCC2)cc(OC)c1OC	35	-7
O=C(NCC(=O)N(c1ccccc1)C(C(=O)NC1CCCC1)c1cccnc1)c1ccco1 (stereo not given)	6	.
CC1(C)Cc2c(cnn2-c2ccccc2)C(=O)/C1=N\NC(=O)c1ccccc1	-26	.
Cn1c(=NCC(O)COc2ccccc2)sc2ccccc21 (stereo not given)	7	-19
CS(=O)(=O)N(Cc1ccccc1)c1ccc(C(=O)N2CCOCC2)cc1	3	-5
COc1cccc2cc(C(=O)C3=C(O)C(=O)N(CCCN4CCOCC4)C3c3ccncc3)oc12 (stereo not given)	.	-11
CCC(=O)Nc1ccccc1C(=O)N1CCOCC1	99	0
CC12CCC(C/C1=N\OC(=O)c1ccc(F)cc1)C2(C)C (stereo not given)	19	.
CCN(CC)CCOC(=O)c1ccc2c(c1)OCCO2	-16	.
Cc1ccccc1-c1cc(C(=O)Nc2nc3c(s2)CCCC3)c2ccccc2n1	9	.
CCN(CC)P(=O)(C(NC(=O)OC)C(F)(F)C(F)(F)C(F)(F)C(F)F)N(CC)CC (stereo not given)	-11	6
CCN(CC(=O)NC(=O)NCc1ccco1)Cc1nc2ccccc2c(=O)[nH]1	2	0
CCOc1cccc(C2C(C(=O)c3ccco3)=C(O)C(=O)N2Cc2ccncc2)c1 (stereo not given)	8	-2
CCOc1ccc2ccccc2c1CNCCN1CCOCC1	-17	-6
Nc1nc2c(s1)CCc1c-2cnn1-c1ccccc1	-17	43
CCOC(=O)CCc1c(C)c2ccc(OCc3nn[nH]n3)cc2oc1=O	56	-3
COc1cc(Cl)cc(C2NC(=O)NC(C)=C2C(C)=O)c1OCC(=O)O (stereo not given)	-8	.
(next part)
SMILES	RmlC RmlD mix	RT RNaseH block
CCOC(=O)N1CCC(N2C(=O)c3ccccc3C2Nc2ccc(C)cc2)CC1 (stereo not given)	9	.
Cc1cccc(OCC(=O)Nc2cc(C)ccc2O)c1	.	-35
Cn1c(C(=O)Nc2ccccc2)cc2sccc21	10	.
Cn1c(SCC(=O)N2CCOCC2)nnc1-c1ccccc1	-10	0
O=C(Cc1ccc(S(=O)(=O)N2CCCC2)s1)N1CCOCC1	3	-12
O=C(NCc1ccccn1)NC12CC3CC(CC(C3)C1)C2	-15	-1
CCOc1ccc(NC(=O)COC(=O)CCCc2c[nH]c3ccccc23)cc1	-6	.
Cn1c(=O)c2c(nc3sccn32)n(C)c1=O	-3	2
S=c1[nH]nc(Cc2ccccc2)n1Cc1ccco1	-8	17
COC(=O)c1ccc(NC(=O)CSc2nccn2CCc2ccccc2)cc1	8	.
COc1cccc(Nc2nnc(SCn3nnc4ccccc4c3=O)s2)c1	2	15
COc1ccc(NC(=O)c2sccc2SCc2cccc(C(F)(F)F)c2)cc1	3	.
Cc1nc(N2CCN(c3ccccc3)CC2)nc2c1C(=O)CCC2	-6	-20
Cc1ccc(Cl)cc1Nc1nc(-c2sc(NC(=O)c3cccc(Cl)c3)nc2C)cs1	-12	.
Cc1cccc(Oc2ncc(-c3ccc(Cl)cc3)cn2)c1C	-13	.
CCOC(=O)c1ccccc1NS(=O)(=O)c1ccc(C)cc1	-10	.
Cc1sc2ncnc(NCc3ccccc3)c2c1C	45	.
Cc1cc(N(CC(=O)O)S(C)(=O)=O)ccc1Br	-8	-2
CCCCn1c(SCC(=O)Nc2cc(C)on2)nnc1-c1ccco1	-3	.
O=C(c1cccc(F)c1)N1CCN=C1SCc1cccnc1	-15	-15
O=C(Nc1ccccc1-c1ccccc1)NC1CCN(C(=O)N2CCOCC2)CC1	3	0
COC(C[C@H]1O[C@H]1[C@H](O)[C@@H](C)OCc1ccccc1)OC	-5	.
O=C1CCCC2C3CCCN4CCCC(CN12)C34 (stereo not given)	5	-10
COc1ccc(C(C)=O)c2c(O)cccc12	-1	-9
COc1ccc(CNC(=O)C/C(C)=N/NC(=O)C(c2ccccc2)c2ccccc2)cc1	-8	.
Cn1ncnc2c(=O)n(C)c(=O)nc1-2	.	1
CCC(C)(c1ccc(C=O)s1)c1ccc(C=O)s1	3	.
CCOC(=O)c1cnc(SC)nc1Oc1cccc(NC(=O)c2cccc(Cl)c2Cl)c1	-9	.
CC(C)NC(=O)c1ccc2c3n(nc2c1)-c1ccccc1CO3	-6	.
CCCCc1ccc(NS(=O)(=O)c2cccs2)cc1	8	.
Cc1ccc(S(=O)(=O)NCCOc2nc(N(C)C)nc(N3CCOCC3)n2)cc1	-3	-2
c1ccc(-n2nnnc2-c2cnc(-c3cccnc3)nc2-c2cccs2)cc1	7	.
CCOC(=O)c1cc2c(=O)n3cccc(C)c3nc2n(C)c1=N	.	-20
N#Cc1nc(-c2ccco2)oc1NCCc1ccccc1	20	-63
COc1ccc(N2C(=O)NC3CC2(C)Oc2ccccc23)cc1OC (stereo not given)	-6	-5
CCOc1cc(CNc2ccc3[nH]c(=O)[nH]c3c2)ccc1OCC(=O)NC(C)(C)C	-12	23
C=COCCn1c(=N)n(CCC)c2ccccc21	-22	-10
COC(=O)CSc1nc(C)c(Oc2ccccc2)c(=O)[nH]1	1	-11
COC(=O)c1ccc2c(c1O)C(=O)c1ccccc1C2=O	2	.
O=C(CSc1ccc2c(c1)OCCO2)Nc1ccc(Cl)cn1	-10	-16

Another view of some results above.
molecule | RmlC RmlD mix | RT RNaseH block
COc1ccc(N2C(=O)NC3CC2(C)Oc2ccccc23)cc1OC (stereo not given) | -6 | -5
COC(=O)c1ccc2c(c1O)C(=O)c1ccccc1C2=O | 2 | .

More records follow:
SMILES	RmlC RmlD mix	RT RNaseH block
Cc1ccc(SCCNS(=O)(=O)c2ccc3c(c2)OCCO3)cc1	-7	-83
CC(C)Cn1c(N)c(C(=O)COC(=O)c2cc(C3CC3)nc3ccccc23)c(=O)n(C)c1=O	5	.
CCOC(=O)C1=C(c2ccccc2)OC(N)=C(C#N)C1c1cccs1 (stereo not given)	14	.
O=C(O)c1cc(Nc2nc(N3CCOCC3)nc(N3CCOCC3)n2)ccc1Cl	-13	-8
O=c1ccc2cc(O)c(O)cc2o1	-15	.
CCCc1[nH]nc2c1C(c1ccc(OC(=O)N3CCOCC3)cc1)C(C#N)=C(N)O2 (stereo not given)	-22	-13
Cc1ccc(S(=O)(=O)N2CCCC2C(=O)OCc2ccco2)cc1 (stereo not given)	3	-4
COC(=O)[C@H](Cc1ccccc1)NC(=O)Nc1ccc(C)cc1	-3	.
CCNC(=S)NNC(=O)Cc1ccccc1	11	.
COCC(C)NC(=O)c1cccc(Cl)c1 (stereo not given)	-13	-9
CCOC(=O)CC1COc2ccccc2N1C(=O)c1ccc(C)cc1 (stereo not given)	-13	.
CCCCc1nc2ccccc2c(NC(=O)CN2CCCC2)c1CCC	1	.
CNC(=O)c1sccc1SCc1c(Cl)cccc1Cl	-10	.
CC1CCc2c(C(=O)NCC3CCCO3)csc2C1 (stereo not given)	-28	-12
NC(=NC(=O)c1ccccc1)N1CCOCC1	0	.
Cc1nn(C(C)C(=O)O)c2ccccc12 (stereo not given)	2	0
O=C(COc1ccc(/C=N/NS(=O)(=O)c2ccccc2)cc1)NCCc1ccccc1	-10	.
CCC(c1nnnn1CC1CCCO1)N(CCCO)Cc1cc2cccc(C)c2[nH]c1=O (stereo not given)	-2	.
COC(=O)c1sc(NC(=O)c2oc3ccccc3c2C)nc1C	26	11
O=C(NCc1ccccc1)C1(C(F)(F)F)C/C(=C/CCO)CCCO1 (stereo not given)	-13	.

Entries of single compounds from above. Screens in order: RmlC RmlD mix | RT RNaseH block
CC1CCc2c(C(=O)NCC3CCCO3)csc2C1 (stereo not given) is listed as -28 | -12
O=C(COc1ccc(/C=N/NS(=O)(=O)c2ccccc2)cc1)NCCc1ccccc1 is listed as -10 | .

Next section.
SMILES	RmlC RmlD mix	RT RNaseH block
Cc1cc2ncn(C3CC(=O)N(Cc4ccc(N5CCCC5=O)cc4)C3=O)c2cc1C (stereo not given)	5	2
CCCCCn1c(N)c(C#N)c2nc3ccccc3nc21	-11	-6
COc1nc(C)nc(NC(=O)NS(=O)(=O)c2ccc(C)cc2)n1	4	.
COC(=O)c1ccc(N2CCOCC2)c(NC(=O)Nc2cccc(OC)c2)c1	10	87*
Cc1cc(C)n(CCCNCC(O)c2ccccc2)n1 (stereo not given)	10	1
COc1cccc(-c2nc(CS(=O)(=O)CC(=O)NCCCOC(C)C)c(C)o2)c1	-11	-4
CC(C(=O)NCc1ccc2c(c1)OCO2)N1c2cccc3cccc(c23)S1(=O)=O (stereo not given)	0	-14
Cc1ccc2[nH]c(=O)c(CN(Cc3cccnc3)C(=O)c3ccncc3)cc2c1	4	0
CCCCC(=O)Nc1ccc(NC(=O)c2ccccc2OC)cn1	-12	-14
CCOC(=O)c1nnc2cc(-c3ccc(Br)cc3)nn2c1C	6	7
CC(C)CNS(=O)(=O)c1ccc(OCC(=O)NCC2CCCO2)c(Cl)c1 (stereo not given)	3	.
NS(=O)(=O)c1ccc(CNC(=O)C23CC4CC(CC(C4)C2)C3)cc1	5	.
Cc1cccc(CCNc2nc3ccccc3n3nnnc23)c1	14	.
Cn1ccnc1SCC(=O)NC1CC1	-3	.
COc1ccc(OCCCSc2ncccn2)cc1	24	-10
CCC(=O)Oc1ccc2c(C)c(Cl)c(=O)oc2c1	+	-6
Nc1nonc1/C(=N/O)N1CCCC1	6	-11
COc1ccc(CCNC(=O)/C=C/c2ccc(C)cc2)cc1OC	7	.
O=C(CCN1C(=O)C2C3C=CC(C3)C2C1=O)NCC1CCCO1 (stereo not given)	-8	-5
COCCNC(=O)COc1ccc(C)cc1C	-16	.
O=C(Nc1ccccc1C(F)(F)F)c1ccc(F)c(S(=O)(=O)N2CCOCC2)c1	6	7
Fc1ccccc1-n1[nH]nnc1=S	7	.
COc1ccc(N2C(=O)C3CCCN3C2c2ccccc2)cc1Cl (stereo not given)	11	-10

By substructure: the entries above containing a thiophene ring, fused or not (14)
SMILES	RmlC RmlD mix	RT RNaseH block
Cc1cccc(-c2nc(CS(=O)CC(=O)NCc3cccs3)c(C)o2)c1 (stereo not given)	4	.
CC(=O)c1cc(Cc2csc(C(C)=O)c2)cs1	21	-20
Cn1c(=O)[nH]c2sc3c(c2c1=O)CC(C)(C)OC3	3	.
CC(C)(C)C(=O)Nc1sc2c(c1-c1nc3ccccc3[nH]1)CCCC2	-117	.
Cn1c(C(=O)Nc2ccccc2)cc2sccc21	10	.
O=C(Cc1ccc(S(=O)(=O)N2CCCC2)s1)N1CCOCC1	3	-12
COc1ccc(NC(=O)c2sccc2SCc2cccc(C(F)(F)F)c2)cc1	3	.
Cc1sc2ncnc(NCc3ccccc3)c2c1C	45	.
CCC(C)(c1ccc(C=O)s1)c1ccc(C=O)s1	3	.
CCCCc1ccc(NS(=O)(=O)c2cccs2)cc1	8	.
c1ccc(-n2nnnc2-c2cnc(-c3cccnc3)nc2-c2cccs2)cc1	7	.
CCOC(=O)C1=C(c2ccccc2)OC(N)=C(C#N)C1c1cccs1 (stereo not given)	14	.
CNC(=O)c1sccc1SCc1c(Cl)cccc1Cl	-10	.
CC1CCc2c(C(=O)NCC3CCCO3)csc2C1 (stereo not given)	-28	-12
